From PubChem
CSN deneddyl inh – CSN deneddylation inhibition. Purified CSN, SCF-Nedd8-OG deneddylation, fluorescence polarization. inhibition, % at 12.5 µM. 360,000 compounds, 0.38% hits. Q92905. AID 651999;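 active = pattern-corrected inhibition above about 35%, with an unprinted fluorescence ratio check between 0.5 and 1.5, limit read from the data, passing the limit was not always enough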;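 also: 0% = enzyme with substrate and 100% = substrate without enzyme; some results filed as inactive read as strong as hits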
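Material: purified human Csn5 enzyme expressed in HEK293T cells / Medium: Tris buffer pH 7.5, NaCl, DTT, Tween-20, trehalose, ovalbumin / Compound dosing: 12.5 µM single point / Schedule: 90 min incubation of compound, enzyme and substrate at room temperature / Signal: fluorescence polarization of the substrate / Control set: no-enzyme wells high, enzyme-with-substrate wells low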
STEP block – blocks human striatal-enriched tyrosine phosphatase; P54829; recombinant STEP, OMFP fluorogenic substrate, fluorescence; inhibition, % at 20 µM; 360,000 compounds, 0.25% hits; AID 588621;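 active = inhibition at 20 µM, scaled per plate between control wells, above about 37%, limit read from the data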;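 also: 0% = DMSO with enzyme and substrate and 100% = substrate only without enzyme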
Target sequence (P54829 whole entry, looked up): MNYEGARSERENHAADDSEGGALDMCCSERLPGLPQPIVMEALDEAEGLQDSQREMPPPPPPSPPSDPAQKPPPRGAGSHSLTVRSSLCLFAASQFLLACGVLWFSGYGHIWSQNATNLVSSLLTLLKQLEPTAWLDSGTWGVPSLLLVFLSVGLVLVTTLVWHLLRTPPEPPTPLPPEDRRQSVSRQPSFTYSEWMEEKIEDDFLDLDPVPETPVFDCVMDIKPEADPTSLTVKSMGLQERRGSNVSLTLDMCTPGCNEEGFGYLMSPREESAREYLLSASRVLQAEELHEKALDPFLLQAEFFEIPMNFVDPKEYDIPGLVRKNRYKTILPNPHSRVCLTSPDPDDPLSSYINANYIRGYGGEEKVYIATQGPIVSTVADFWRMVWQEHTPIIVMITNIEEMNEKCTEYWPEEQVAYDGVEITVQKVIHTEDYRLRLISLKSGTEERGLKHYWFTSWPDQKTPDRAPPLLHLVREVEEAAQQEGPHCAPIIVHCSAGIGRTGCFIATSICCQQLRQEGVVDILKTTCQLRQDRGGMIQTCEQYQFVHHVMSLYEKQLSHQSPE
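Material: STEP (striatal-enriched tyrosine phosphatase) enzyme, cell-free; Compound dosing: 20 µM single dose in 1% DMSO; Technique: fluorescence read at 480 nm ex / 540 nm em; Times: reaction 20 min, ambient temperature; Medium: 50 mM Bis-Tris pH 6.0 with 2.5 mM DTT and 0.005% Tween 20; Also added: OMFP at 25 µM.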
MLLE-PAM2 inh – inhibitors of microRNA-mediated deadenylation, human PABP1 MLLE binding; P11940; GST-MLLE / FITC-PAM2 fluorescence polarization; 360,000 compounds, 0.36% hits; inhibition, % at 20 µM; in the data active = inhibition above about 35%, passing the limit was not always enough;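 also: plate controls were DMSO wells with GST-MLLE for no effect and wells lacking GST-MLLE protein for full effect; some results filed as inactive read as strong as hits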
NadD block – blocks S. aureus nicotinate mononucleotide adenylyltransferase; purified NadD enzyme, colorimetric absorbance read-out; inhibition, % at 20 µM; 360,000 compounds, 0.78% hits; in the data active = inhibition above about 26%; also: some compounds past the cut are filed as inactive
LMPTP block – LMPTP (human) inhibition; inhibition, % at 20 µM; 360,000 compounds, 0.22% hits; P24666; recombinant LMPTP-A, OMFP fluorogenic substrate, fluorescence intensity;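 active = compounds that cut the enzyme signal by at least half of the control window in the single-dose screen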;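 also: plate controls were DMSO wells with enzyme plus substrate for no effect and substrate without enzyme for full effect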
Target sequence (P24666 whole entry, looked up): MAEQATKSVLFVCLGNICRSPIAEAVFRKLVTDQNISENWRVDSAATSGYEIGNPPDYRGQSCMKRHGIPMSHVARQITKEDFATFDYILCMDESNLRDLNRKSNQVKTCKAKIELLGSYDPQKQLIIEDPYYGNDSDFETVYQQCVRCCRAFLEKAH
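Test system – LMPTP-A enzyme · Amount – LMPTP-A at 0.625 nM final in the reaction · Buffer or medium – Bis-Tris pH 6.0, DTT, detergent · Reagent – OMFP 400 µM · Doses – single 20 µM dose · Schedule – reaction 50 min, room temperature, dark · Detection – fluorescence intensity of OMFP turnover product · Evaluation – percent inhibition versus substrate-only and uninhibited controls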
DNMT1 block – DNMT1 (human) enzyme inhibition | P26358 | DNMT1 molecular beacon, Hinp1I cleavage, fluorescence | inhibition (reported as % activation of signal), % at 10 µM | 360,000 compounds, 0.83% hits; in the data active = inhibition above about 50%
SUMO1-SIM PPI – SUMO1-SIM interaction modulation. P63165. SUMO1 binding to a labelled peptide, TR-FRET, 1 h. inhibition, % at 20 µM. 360,000 compounds, 0.33% hits; in the data active = inhibition above about 37%
Scp-1 inhibitor – blocks human Scp-1 phosphatase activity; Q9GZU7; Recombinant Scp1, phosphopeptide, malachite green phosphate absorbance; 340,000 compounds, 0.88% hits; AID 493091; inhibition, % at 20 µM;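 active = inhibition above about 50% at 20 µM, limit read from the data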;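 also: plate controls were DMSO wells with enzyme for no effect and wells lacking enzyme for full effect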
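Test system: SCP-1 catalytic domain; Buffer or medium: Acidic Tris acetate buffer with magnesium and detergent; Also added: Phosphorylated 17-residue peptide substrate; Compound: single 20 µM dose, 1% DMSO; Schedule: enzyme reaction 45 min at room temperature, colour 5 min, stabilisation 30 min; Signal: Phosphate-binding colour reagent, absorbance read at 630 nm.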
Rpn11 block – inhibitors of human proteasome Rpn11; O00487; human 26S proteasome, Ub4-pepOG fluorescence polarization; 20S core pre-blocked with epoxomicin; calls only at 20 µM; 360,000 compounds, 0.59% hits;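 active = inhibition at 20 µM, scaled to each plate's controls, above about 33%, limit read from the data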
Target sequence (O00487 whole entry, looked up): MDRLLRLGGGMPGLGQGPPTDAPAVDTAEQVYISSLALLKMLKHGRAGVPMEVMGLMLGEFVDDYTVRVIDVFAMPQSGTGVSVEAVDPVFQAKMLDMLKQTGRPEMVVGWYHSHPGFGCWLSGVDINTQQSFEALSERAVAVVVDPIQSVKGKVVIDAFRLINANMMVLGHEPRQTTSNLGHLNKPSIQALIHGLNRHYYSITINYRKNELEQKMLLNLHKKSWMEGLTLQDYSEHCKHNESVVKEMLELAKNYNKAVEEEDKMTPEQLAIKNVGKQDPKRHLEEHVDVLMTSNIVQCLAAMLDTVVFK
TbMetRS inhib – blocks T. brucei methionyl-tRNA synthetase activity | purified T. brucei MetRS, ATP depletion, Kinase-Glo luminescence | inhibition, % at 11.9 µM | AID 624268 | 360,000 compounds, 0.4% hits;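 active = inhibition above a per-plate cutoff of the control wells' mean inhibition plus 3 SD, cut at about 5.5% in these data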;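 also: 0% = DMSO wells median and 100% = median of wells with control inhibitor compound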
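Material – parasite MetRS enzyme · Medium – HEPES-MgCl2-KCl buffer plus DTT, spermine, BSA, pyrophosphatase · Reagent – ATP, methionine and E. coli bulk tRNA substrates · Times – 15 min enzyme-compound preincubation, 2 h reaction, 10 min detection, 25 °C · Measured by – luminescence of leftover ATP · Evaluation – percent inhibition relative to median high and low control wells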
* marks the source's active call; other numbers are inactive results; i = inactive; / = no result given.

SUMO1-SIM PPI | Rpn11 block | LMPTP block | DNMT1 block | CSN deneddyl inh | MLLE-PAM2 inh | STEP block | TbMetRS inhib | Scp-1 inhibitor | NadD block | SMILES
11 | i | 0.7 | 9 | 3 | 15 | 0 | -0.1 | -10 | -3 | Cc1ccc(NC(=O)CSc2ccc(S(=O)(=O)N3CCCC3)cn2)cc1F
-3 | i | -1.4 | -1 | -4 | 9 | 1 | -1.1 | -10 | -2 | Cc1nn(C)cc1C1C(C#N)=C(N)N(c2cccnc2)C2=C1C(=O)CCC2 (stereo not drawn)
3 | i | -0.6 | -4 | 1 | 1 | -5 | -0.4 | 1 | -5 | CC(C)N(CCNC(=O)c1ccc(CS(=O)(=O)c2c(Cl)cccc2Cl)o1)Cc1ccccc1
5 | i | 1.6 | -16 | -3 | 0 | 2 | -0.6 | -4 | 24 | COc1ccc(C2c3[nH]c4ccccc4c3C[C@H]3C(=O)N(C4CCN(Cc5ccccc5)CC4)CC(=O)N23)c(OC)c1 (stereo partly drawn)
-30 | i | 0.7 | 0 | 2 | -3 | 3 | -0.2 | -9 | 0 | COc1ccc(C(=O)N/N=C/c2ccc(N3CCOCC3)s2)cc1OC
16 | i | -0.6 | 1 | -4 | -19 | 5 | -0.5 | 32 | -6 | Cc1c(C(=O)O)sc2nc(CSc3nnc(-c4ccc(F)cc4)n3C)[nH]c(=O)c12
5 | i | -1.4 | 1 | 1 | -7 | 0 | -0.1 | 2 | 0 | O=C(c1c(F)cccc1F)N1CCC(n2nnc3cc(C(F)(F)F)ccc32)CC1
-2 | i | -0.4 | -1 | -5 | -6 | 1 | -0.6 | -6 | -1 | CN(CC(=O)c1c(N)n(C)c(=O)n(C)c1=O)c1ccccc1
2 | i | 2.5 | 0 | 1 | -1 | 1 | -0.9 | -8 | -1 | O=C1CC(c2ccco2)Cc2nc(NCC3CCCO3)ncc21 (stereo not drawn)
1 | i | -1.1 | -4 | -1 | -8 | 0 | -0.3 | -3 | -4 | CCC1=NC(c2ccc(OC)c(OC)c2)N(O)C1(C)C (stereo not drawn)
-18 | i | 0.1 | -4 | 7 | 11 | 0 | 2.5 | 0 | 5 | O=c1cc(/C=C/c2cccs2)[nH]c2ccccc12
3 | i | 0.1 | -2 | -4 | 12 | -2 | -0.3 | -6 | -1 | COc1ccc2[nH]c(=O)c(CN(Cc3cccnc3)S(=O)(=O)c3ccccc3F)cc2c1
0 | i | -1.1 | 4 | -3 | -1 | -2 | -0.3 | / | -2 | CCCCNC(=O)C1(C)CCCCN1C(=O)c1cccc(OC(F)(F)F)c1 (stereo not drawn)
-20 | i | 0.6 | -6 | -5 | 1 | 3 | -0.2 | -3 | 7 | COc1cccc(CNC(=O)C23CN(Cc4ccccc4)CC2C(c2ccc([N+](=O)[O-])cc2)=NO3)c1 (stereo not drawn)
0 | i | -1.7 | -1 | 4 | -23 | -5 | -0.9 | 1 | 2 | C=CCOc1ccc(C2N3CC4(C)CN2CC(CCC)(C3)C4=O)cc1 (stereo not drawn)
6 | i | -0.2 | -2 | -3 | -5 | 4 | -0.7 | 0 | -7 | O=C(NCCCn1ccnc1)c1ccccc1F
0 | i | -2.5 | -3 | -4 | 10 | -7 | 0.7 | -3 | -3 | CSc1cccc(NC(=S)N(CCN(C)C)C(C)c2ccccn2)c1 (stereo not drawn)
5 | i | -0.8 | 7 | -4 | 10 | -2 | -1.2 | 8 | 0 | CCn1c(C)cc(C)c(C#N)c1=O
-30 | i | 0.0 | -2 | 3 | 13 | -1 | 0.5 | -4 | 0 | COCCNC(=O)CSc1nnc(-c2ccc(C)cc2)c(-c2ccc(C)cc2)n1
4 | i | -1.3 | 5 | -6 | 6 | -1 | -0.1 | 0 | 0 | O=c1nc(-c2ccccc2)n(-c2ccccc2)[nH]1
-7 | i | -0.3 | 3 | 3 | -45 | -3 | -0.3 | -4 | -4 | COc1ccccc1/C=C/C(=O)NC(=S)N1CCOCC1
2 | i | -0.1 | -2 | 8 | -13 | 4 | -0.3 | -2 | 5 | CCN(CC(=O)Nc1ccc(NC(C)=O)cc1)C(=O)C1COc2ccccc2O1 (stereo not drawn)
10 | i | 4.8 | -8 | -3 | -2 | -1 | -0.2 | -10 | -14 | CNC(=O)Nc1cccc(-c2cc(-c3c(Cl)cccc3Cl)no2)c1
0 | i | -2.1 | 3 | -1 | -6 | -1 | -0.3 | -2 | 1 | Cc1cc2c(c(=O)o1)C1(C(=O)N(C)c3ccccc31)C(C#N)=C(N)O2 (stereo not drawn)
1 | i | -1.4 | 8 | -3 | -52 | -2 | -0.7 | -7 | -1 | CC(C)OC(=O)CC1C(=O)NCCN1C(=S)NC(=O)c1ccc(F)cc1 (stereo not drawn)
0 | i | -0.8 | 4 | 0 | -8 | 3 | 0.8 | -7 | -2 | Cc1ccccc1-c1nc(CS(=O)(=O)CC(=O)NCCN2CCOCC2)c(C)o1
2 | i | 0.3 | -3 | -2 | 5 | 6 | 0.3 | -4 | 0 | Cc1ccc(C(=O)OCC(=O)Nc2ccc(Cl)cn2)cc1S(=O)(=O)N1CCOCC1
8 | i | -0.9 | 1 | 1 | 3 | 1 | -0.5 | -5 | -7 | CSCC[C@H](NC(=O)[C@@H]1CSC2c3ccccc3C(=O)N21)C(=O)NC1CCCC1 (stereo partly drawn)
-4 | i | -0.1 | -3 | -1 | 9 | 2 | -1.2 | 3 | -6 | COC(=O)c1cccc(NC(=O)c2ccc3c(c2)C(=O)N(C(C)(C)C)C3=O)c1
2 | i | -1.1 | 3 | 2 | 11 | -3 | -0.1 | 1 | -3 | COCCNCc1ccc(Cl)cc1Cl
-2 | i | 1.0 | 0 | -4 | 2 | 0 | -0.1 | 2 | -2 | CC(C)C[C@]1(c2ccccc2)ON(c2ccccc2C(F)(F)F)C1=O
2 | i | 0.1 | 2 | -4 | -1 | 1 | -0.1 | -3 | 3 | CN(C(=O)c1cc(Cl)c2c(c1)OCCO2)c1c(N)n(Cc2ccccc2)c(=O)[nH]c1=O
-31 | i | -10 | 5 | 0 | 1 | 0 | -0.6 | -4 | -6 | OCCNCCSc1nc(C2CCCCC2)n(-c2ccccc2Cl)n1
-1 | i | 0.7 | 0 | -1 | 26 | 7 | 0.6 | -14 | -4 | COc1ccccc1NC(=S)c1ccccc1
0 | i | 0.3 | 1 | -1 | -6 | 2 | -0.5 | -5 | 3 | CCn1ccnc1CN(C)Cc1c(C(=O)N2C[C@@H](C)O[C@@H](C)C2)nc2ccc(Cl)cn12
2 | i | -1.3 | 0 | -4 | 8 | -1 | 0.3 | -2 | -4 | Cc1cc(C)n(CC(=O)NNC(=O)CCCOc2ccc(Cl)cc2C)n1
3 | i | -0.3 | 0 | -1 | -3 | 0 | -0.7 | 1 | 4 | O=C(NC1CCCC1)C1CCN(C(=O)NCc2ccccc2)CC1
5 | i | -0.7 | -1 | 2 | 1 | 0 | -1.4 | 0 | 0 | Cc1occc1C(=O)O/N=C(\N)c1ccccc1
0 | i | -1.4 | -16 | 5 | -6 | -4 | -0.3 | -7 | 4 | O=C(CN1CCN(S(=O)(=O)c2ccccc2)CC1)Nc1ccc(N2CCOCC2)cc1
2 | i | 0.7 | 0 | -3 | 22 | -1 | 0.4 | -4 | -1 | O=C(c1cc2ccccc2o1)n1nnc2ccccc21
-8 | i | 1.4 | 5 | 4 | 1 | -1 | 0.0 | -12 | -5 | Cc1cc2oc(=O)cc(Cn3ccnc3)c2cc1Cl
4 | i | 1.3 | 1 | 2 | -12 | 0 | -0.4 | -6 | -4 | O=C(COC(=O)CCNS(=O)(=O)c1ccccc1)NC1CC1
-3 | i | 0.7 | 4 | -5 | -8 | 1 | -0.7 | 2 | -5 | COc1ccc(NC(=O)C2CCN(C(=O)c3ccco3)CC2)c(OC)c1
1 | i | 30 | -11 | -2 | -9 | 0 | 0.0 | / | -2 | COc1ccc(-c2csc(C(C)(O)c3ccncc3)n2)cc1OC (stereo not drawn)
4 | i | 0.0 | 0 | 5 | 13 | 0 | -0.7 | -29 | 6 | Cc1cc(C)nc(-n2nc(C)cc2NC(=O)C(C)C)n1
0 | i | 2.1 | 5 | 1 | 2 | -1 | -0.5 | 19 | 0 | O=C(COC(=O)c1ccccc1O)NNC(=O)c1ccc(Br)cc1

Quoted from the listing.
O=C(NCCCn1ccnc1)c1ccccc1F in CSN deneddyl inh is entered as -3
O=C(COC(=O)CCNS(=O)(=O)c1ccccc1)NC1CC1 in Scp-1 inhibitor is entered as -6

Among those listed so far, five contain a furan ring, fused or not.
SUMO1-SIM PPI | Rpn11 block | LMPTP block | DNMT1 block | CSN deneddyl inh | MLLE-PAM2 inh | STEP block | TbMetRS inhib | Scp-1 inhibitor | NadD block | SMILES
3 | i | -0.6 | -4 | 1 | 1 | -5 | -0.4 | 1 | -5 | CC(C)N(CCNC(=O)c1ccc(CS(=O)(=O)c2c(Cl)cccc2Cl)o1)Cc1ccccc1
2 | i | 2.5 | 0 | 1 | -1 | 1 | -0.9 | -8 | -1 | O=C1CC(c2ccco2)Cc2nc(NCC3CCCO3)ncc21 (stereo not drawn)
5 | i | -0.7 | -1 | 2 | 1 | 0 | -1.4 | 0 | 0 | Cc1occc1C(=O)O/N=C(\N)c1ccccc1
2 | i | 0.7 | 0 | -3 | 22 | -1 | 0.4 | -4 | -1 | O=C(c1cc2ccccc2o1)n1nnc2ccccc21
-3 | i | 0.7 | 4 | -5 | -8 | 1 | -0.7 | 2 | -5 | COc1ccc(NC(=O)C2CCN(C(=O)c3ccco3)CC2)c(OC)c1

Only CSN deneddyl inh, for some of the entries so far:
| canonical_smiles | CSN deneddyl inh |
| --- | --- |
| CCn1ccnc1CN(C)Cc1c(C(=O)N2C[C@@H](C)O[C@@H](C)C2)nc2ccc(Cl)cn12 | -1 |
| Cc1cc(C)n(CC(=O)NNC(=O)CCCOc2ccc(Cl)cc2C)n1 | -4 |

Compounds as they come (roughly 3.6% active in at least one column).
